# High-throughput results from PubChem.
# IL1B secr inh: qHTS for Inhibitors of Inflammasome Signaling: IL-1-beta AlphaLISA Primary Screen; THP-1 LPS/ATP IL-1B secretion, AlphaLISA, 16 h; stronger effect = lower value; activity change, % at 57.5 µM; 4.7% of 360,000 active; AID 743279, 2014; in the data active = activity change below about -50%; inconclusive = mostly about -30% to -49%; note: % is set by controls: 0 for no effect and ±100 for the full control effect
#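 THP-1 cells pretreated 1 hr with compounds (up to 57.5 uM final), then stimulated with LPS (250 ng/mL final) plus ATP (1.25 mM final); secreted IL-1B measured by AlphaLISA after 16 hr, decreased signal indicating inhibition.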
# SW480 rerep: A quantitative high throughput screen for small molecules that induce DNA re-replication in SW480 colon adenocarcinoma cells; SW480 DNA re-replication, Hoechst DNA content imaging, 48 h; Potency, µM (series often up to 46.1 µM), without a hit: at the top dose re-replication activation, most hits filed as activators; 1.8% of 340,000 active; note: potency is the fitted concentration of half-maximal effect; % of control where 0% means no effect; nearly all actives have a fitted effect of over 55% in size
#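 Readout is total intensity of Hoechst-stained nuclei, excited at 405 nm and collected at 500-530 nm. Compound treatment lasted 48 hr at 37 C in 5% CO2 before staining.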
# S2 tox: Viability Counterscreen for Primary qHTS for Inhibitors of ATXN expression | S2 cells (HEK-293 line with an ATXN2-luciferase reporter) viability, CellTiter-Fluor protease fluorescence, 24 h | Potency, µM (titrated, usually from 56.7 µM), actives largely listed as cytotoxic | 0.49% of 400,000 active | AID 651635, 2014; note: potency is the fitted concentration of half-maximal effect; nearly all actives have a fitted effect of over 40% in size
# HT1080 IDH1KD tx: qHTS for induction of synthetic lethality in tumor cells producing 2HG: qHTS for the HT-1080-IDH1KD cell line; HT-1080 IDH1 knockdown viability, ATP luminescence, 48 h; Potency, µM (top dose mostly 46.1 µM), for the others: top-dose activity, negative = toxicity, hits mostly cytotoxic; 2% of 360,000 active;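 note: potency is the fitted concentration of half-maximal effect; 0% = DMSO wells and -100% = cell-free medium wells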
#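 HT-1080-IDH1KD cells (IDH1 knocked down), 750/well in RPMI with 5% FBS, treated with compound 48 h at 37 degrees C. Viability by CellTiter-Glo luminescence, normalised to DMSO and no-cell wells; concentration-response curves classed.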
# ATXN2 expr inh: Primary qHTS for Inhibitors of ATXN expression; HEK-293 ATXN2-luciferase reporter, luminescence, 24 h; Potency, µM (highest dose often 57 µM), without a hit: top-dose activity change, negative = inhibition, usual class: inhibitors; 0.72% of 360,000 active; note: potency is the fitted concentration of half-maximal effect; % is set by controls: 0 for no effect and ±100 for the full control effect; nearly all actives have a fitted effect of over 55% in size
#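 ATXN2-luciferase reporter cells (luciferase flanked by upstream and downstream ATXN2 gene portions) were treated 24 h at 37 °C with compounds at up to 57 uM. SteadyGlo luminescence gave expression; GF-AFC fluorescence gave viability.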
# MCF10A rereplic: A quantitative high throughput screen for small molecules that induce DNA re-replication in MCF 10a normal breast cells; MCF 10A DNA re-replication, Hoechst nuclear intensity, 48 h; AID 624296, 2012; Potency, µM (titrated, usually from 46.1 µM), for inactives: at the highest dose activity, positive = re-replication, hits mostly activators; 2.9% of 350,000 active; note: potency is the fitted concentration of half-maximal effect; % of control where 0% means no effect; nearly all actives have a fitted effect of over 50% in size
# KB-3-1 cytotox: qHTS assay for MDR1-selective chemotherapeutics: Primary screen using the parental adenocarcinoma cell KB-3-1. 1.4% of 400,000 active. AID 1347075, 2019. Potency, µM (highest dose often 46.1 µM), for the others: at the highest dose activity change, negative = cytotoxic, hits mostly cytotoxic. KB-3-1 viability, CellTiter-Glo ATP luminescence, 72 h; note: potency is the fitted concentration of half-maximal effect; % is set by controls: 0 for no effect and ±100 for the full control effect; nearly all actives have a fitted effect of over 60% in size
#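 Using CellTiter-Glo luminescence, growth of non-resistant KB-3-1 adenocarcinoma cells is assessed 72 h after pin-tool compound addition at 37 °C. Normalized responses across the concentration series yield fitted curves.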
# HT1080-NT tox: qHTS for induction of synthetic lethality in tumor cells producing 2HG: qHTS for the HT-1080-NT fibrosarcoma cell line | 1.6% of 360,000 active | Potency, µM (series often up to 46.1 µM), for inactives: at the highest dose activity, negative = less viability, usual class: cytotoxic | HT-1080-NT fibrosarcoma viability, CellTiter-Glo ATP luminescence, 48 h | AID 686970, 2013;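 note: NT is the 2HG producing partner of a matched IDH1 knockdown line; potency is the fitted concentration of half-maximal effect; 0% = DMSO-treated cells and -100% = media-only wells without cells; nearly all actives have a fitted effect of over 55% in size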
#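 Luminescent CellTiter-Glo readout after 48 hours of compound exposure at 37 degrees C defined viability of HT-1080-NT cells. Activity was normalized to DMSO wells and cell-free media wells; concentration-response curves were fitted and assigned curve classes.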
# KB-V1 cytotox: qHTS assay for MDR1-selective chemotherapeutics: Primary screen using the drug-selected MDR subline cells KB-V1. KB-V1 MDR cells viability, CellTiter-Glo, 72 h. Potency, µM (series often up to 46.1 µM), without a hit: top-dose activity change, negative = cytotoxicity, actives largely listed as cytotoxic. 3.4% of 400,000 active. AID 1347076, 2019; note: potency is the fitted concentration of half-maximal effect; % is set by controls: 0 for no effect and ±100 for the full control effect; nearly all actives have a fitted effect of over 60% in size
#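 Cytotoxicity toward P-gp-expressing KB-V1 cells was determined as loss of CellTiter-Glo luminescence after 72 h at 37 degrees C. Compounds were tested in quantitative HTS format across a concentration range, with curves fitted to normalized data.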
# * marks the source's active call; other numbers are inactive results; i = inactive; ? = inconclusive; · = no result given; [ ] = dose if it differs, or a comment. Unless noted, calls come from the whole dose curve; as a rule, active = well fitted curve in the direction sought with a large enough effect; inconclusive = small, poorly fitted or top-dose-only effect, or another doubt; inactive = no such curve, though single readings can be large; an effect the other way counts as inactive or inconclusive.
SMILES,IL1B secr inh,SW480 rerep,S2 tox,HT1080 IDH1KD tx,ATXN2 expr inh,MCF10A rereplic,KB-3-1 cytotox,HT1080-NT tox,KB-V1 cytotox
CNC(=O)C(=O)NCCC1CCCCN1S(=O)(=O)c1cccs1 (configuration not stated),-1.8,-11.8%,i,-2.5%,-17.2%,8.7%,13.7%,0.3%,0.0%
CC(O)(c1ccccc1)c1nc(-c2ccccc2)cs1 (configuration not stated),0.0,·,i,?,4.1%,·,0.0%,?,5.4%
CCO[C@H]1OC(C(=O)NCc2nc3ccccc3[nH]2)=C[C@@H](C2CC2)[C@@H]1CCCO,50.0,3.26µM*,?,2.06µM*,-20.9%,3.66µM*,0.0%,?,-11.7%
O=C(Cc1ccccc1F)NCC(=O)Nc1ccccc1Br,-7.6,?,i,18.7%,30.7%,0.3%,10.0%,20.6%,0.0%
Cc1cccc(NC(=O)CN2CCC(C(=O)c3ccc4c(c3)OCCO4)CC2)c1,?,2.5%,i,-6.9%,-33.3%,26.0%,?,-4.9%,11.6µM*
CC(=O)c1cc(NC(=O)c2ccccc2)c(=O)oc1/C=C/N(C)C,13.9,-9.2%,?,0.6%,-1.8%,6.1%,15.8%,0.4%,8.5%
COc1ccccc1NC(=O)CSc1nnc(COc2ccc(Cl)cc2)n1Cc1ccco1,?,-2.7%,i,-26.6%,-18.8%,?,7.5%,?,-22.1%
CC(=O)c1c(C)nc(-c2ccc(Cl)cc2)nc1N=CN(C)C,34.8,-6.7%,i,0.5%,34.1%[activator],4.8%,-20.8%,1.3%,?
CC1CCCC(NC(=O)CN2C(=O)c3cccnc3Oc3ccc(Cl)cc32)C1C (configuration not stated),14.2,-8.6%,i,-1.4%,2.6%,19.4%,-19.8%,-4.1%,-3.8%
COc1ccc(/C=N/Nc2c(Cl)cc(Cl)cc2Cl)cc1CN1CCOCC1,-12.4,?,i,-0.8%,-4.7%,?,16.8%,0.7%,11.3%

# Some of the entries so far, with two lines to a compound:
# Order of values: IL1B secr inh	SW480 rerep	S2 tox	HT1080 IDH1KD tx	ATXN2 expr inh	MCF10A rereplic	KB-3-1 cytotox	HT1080-NT tox	KB-V1 cytotox
CC(=O)c1c(C)nc(-c2ccc(Cl)cc2)nc1N=CN(C)C
    34.8	-6.7%	i	0.5%	34.1%[activator]	4.8%	-20.8%	1.3%	?
CC1CCCC(NC(=O)CN2C(=O)c3cccnc3Oc3ccc(Cl)cc32)C1C (configuration not stated)
    14.2	-8.6%	i	-1.4%	2.6%	19.4%	-19.8%	-4.1%	-3.8%
O=C(Cc1ccccc1F)NCC(=O)Nc1ccccc1Br
    -7.6	?	i	18.7%	30.7%	0.3%	10.0%	20.6%	0.0%
COc1ccc(/C=N/Nc2c(Cl)cc(Cl)cc2Cl)cc1CN1CCOCC1
    -12.4	?	i	-0.8%	-4.7%	?	16.8%	0.7%	11.3%

# (further entries)
SMILES,IL1B secr inh,SW480 rerep,S2 tox,HT1080 IDH1KD tx,ATXN2 expr inh,MCF10A rereplic,KB-3-1 cytotox,HT1080-NT tox,KB-V1 cytotox
CC(=O)NC(c1ccccc1)c1nc(-c2cccc(C(=O)O)c2)cs1 (configuration not stated),15.6,·,i,4.3%,27.6%,·,0.0%,13.5%,1.0%
COc1ccc(-c2noc(CSc3nc4ccccc4c(=O)n3-c3ccc(C)cc3)n2)cc1,0.4,-20.2%,i,10.8%,-6.5%,-3.0%,?,16.5%,12.7%
CC(C)CN(CC(C)C)S(=O)(=O)N1CCC(C(=O)NC2CCCCCCC2)CC1,16.5,-3.6%,i,-1.1%,-15.6%,1.9%,-6.2%,-1.4%,?
COc1ccc(CN2CCN(Cc3cccc(F)c3)CC2)cc1OC,2.6,-1.6%,i,5.2%,-10.6%,6.4%,-0.1%,9.6%,-6.2%
O=S(=O)(c1ccccc1)c1nc(-c2cccs2)oc1N1CCCCC1,·,·,i,·,-7.6%,·,0.0%,·,?
O=C(Nc1ccc(N2CCN(C(=O)c3ccco3)CC2)c(Cl)c1)c1cc2ccccc2o1,-105.0*,?,·,14.6µM*,20µM*,9.2µM*,?,?,-3.2%
CC(C)N(O)C(=O)NC(C)(C)C,20.6,-4.5%,i,-1.4%,-6.0%,-3.3%,-1.5%,1.6%,17.0%
Cc1c(Cl)cccc1NC(=O)CCN1C(=O)NC(C)(C)C1=O,-0.3,8.2%,i,-7.9%,11.3%,-9.4%,0.1%,-0.4%,-4.4%
Oc1ccccc1-c1nc(/C=C/c2ccccc2Cl)no1,·,·,i,·,99.4%[activator],·,-18.0%,·,2.6%
CCC1(C)CC(=O)N(c2ccc(F)c(Cl)c2)C(=O)C1,5.7,0.0%,i,14.0%,5.5%,2.2%,6.0%,6.0%,-12.4%
CC1=C(C(=O)OCC2CCCO2)C(c2ccc(O)cc2)NC(=O)N1 (configuration not stated),10.5,-8.8%,i,15.1%,-3.6%,2.5%,21.6%,14.7%,1.7%
COc1ccc(N(CC(=O)Nc2ccccc2OC)S(=O)(=O)c2ccc(OC)c(OC)c2)cc1,13.8,?,?,-7.9%,-54.5%,1.2%,1.2%,-0.3%,2.3%
COc1ccc(S(=O)(=O)N2CCN(C)CC2)cc1Br,33.0,0.8%,i,4.0%,-37.8%,1.1%,5.5%,7.0%,6.1%
O=C(Nc1ccc(-c2nc3ccccc3c(=O)o2)cc1)c1ccco1,6.7,-3.8%,i,2.5%,1.1%,-2.8%,19.9%,11.3%,-8.8%
Cc1ccccc1C(=O)NC1CCN(CC(=O)Nc2nccs2)CC1,12.4,-2.4%,?,11.0%,-8.0%,5.4%,8.9%,0.9%,-25.4%
O=C(CN1CCCN(Cc2cccc(Cl)c2)S1(=O)=O)Nc1ccc2c(c1)OCCO2,·,·,?,·,-2.6%,·,7.0%,·,-21.1%
O=C(CN1C(=O)c2ccccc2S1(=O)=O)NCc1c(F)cccc1F,6.8,?,i,9.7%,10.3%,-3.3%,4.9%,15.9%,17.8%
COc1cccc(/C=N/NC(=O)CCc2ccccc2)c1,-3.9,0.0%,i,13.3%,27.0%,?,5.4%,11.5%,-15.1%
CCc1nc(N2CCC(C)CC2)c2oc3ccccc3c2n1,13.2,?,?,?,-38.0%,18.4µM*,-0.6%,?,9.2µM*
Cc1ccc(S(=O)(=O)N2CCN(C(=O)c3ccccc3)CC2)cc1,?,-16.7%,·,5.1%,·,6.1%,-2.4%,4.6%,0.0%
O=C1CC(c2ccccc2)CC(O)=C1C=Nc1ccc(O)cc1 (configuration not stated),-13.0,26.0%,i,-16.8%,2.6%,?,2.9%,-21.6%,6.2%
CC(=O)C1=C(C)NC(SCC(=O)c2ccc(F)cc2)=C(C#N)C1CC(C)C (configuration not stated),-0.9,?,i,6.8%,6.4%,18.4µM*,3.0%,0.3%,?
CCOC(=O)C(Cc1c[nH]c2ccc([N+](=O)[O-])cc12)(NC(C)=O)C(=O)OCC,6.8,-5.0%,i,-19.4%,-3.3%,1.0%,-4.2%,0.0%,-6.9%
Cc1ncc([N+](=O)[O-])n1CCOC(=O)Nc1ccc([N+](=O)[O-])cc1,35.8,-1.9%,i,-6.2%,-21.3%[11.3 µM],6.7%,-1.8%,-0.4%,1.4%
COc1cc(/C=N/NC(=O)CCn2cnc(-c3ccccc3)c2-c2ccccc2)ccc1O,-13.8,1.5%,i,?,-24.7%,?,2.3%,16.4µM*,-19.1%
Cc1ccnc(NC(=O)c2ccccc2NC(=O)c2ccccc2)c1,3.3,-0.6%,i,13.5%,10.5%,-2.0%,-2.6%,-1.9%,-28.9%
O=[N+]([O-])c1nn(-c2ccc3c(c2)OCCO3)n(O)c1=NCCC1=CCCCC1,-2.7,0.0%,?,-12.8%,32.4%[activator],?,-7.1%,1.4%,?
COc1cc2oc(=O)cc(CN3CCN(C(C)=O)CC3)c2cc1Cl,-18.6,·,i,12.9%,0.8%,·,0.1%,3.4%,-28.5%
OCCCNC(=S)Nc1ccc(Oc2ccccc2)cc1,0.0,-0.1%,i,-7.2%,·,5.2%,3.1%,-5.9%,-5.5%
Clc1ccsc1-c1ccc2ccccc2n1,10.0,-7.7%[9.22 µM],i,7.6%,53.0%[activator],3.5%,22.1%,12.8%,22.0%
Cc1cc(C)cc(OCC(=O)OCC(=O)N(CC(C)C)c2c(N)n(Cc3ccccc3)c(=O)[nH]c2=O)c1,-7.4,0.0%,i,3.0%,5.7%,-1.9%,4.1%,4.8%,25.8%
O=C(NCCC(=O)N1O[C@@H]2C=C[C@H]1C2)OCC1c2ccccc2-c2ccccc21,6.5,0.1%,i,8.8%,10.1%,?,0.0%,2.9%,0.0%
Cc1cccc(-c2c3c(=O)n(C)c(=O)n(C)c3cn2CCO)c1,5.1,2.4%,i,8.2%,-0.8%,-2.6%,1.8%,8.5%,14.6%
COCC(=O)NC1CCN(CC(=O)Nc2ccccc2[N+](=O)[O-])CC1,21.7,-5.1%,i,1.3%,-19.7%[11.3 µM],4.5%,-7.6%,-2.3%,-22.5%
O=c1c2ccccc2nnn1CCN1CCOCC1,-2.7,13.9%,i,-4.0%,·,-9.2%,3.1%,0.8%,-2.1%
CSc1cccc(NC(=O)Nc2nc3c(C)cccc3s2)c1,-21.8,-7.5%,i,0.9%,·,17.3%,-0.8%,-3.5%,3.6%
Cc1ccc(S(=O)(=O)Nc2ccc3c(c2)nc(CN2CCCC2)n3C)cc1,-1.1,2.1%,i,2.9%,-0.8%,23.2%,-21.0%,16.8%,-42.8%
O=C(NCc1ccc(F)cc1)C1CCN(c2ncnc3c2nc2n3CCCCC2)CC1,·,·,i,·,3.1%,·,?,·,6.8%
